PRMT1 FP inh: PRMT1 (human) inhibition, primary screen; recombinant PRMT1, activity-based probe fluorescence polarization; inhibition, % at 2.79 µM; actives 1.3% (n = 370,000); AID 652257;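 active = inhibition above about 21% made by adding two undisclosed values, limit read from the data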
Target sequence (Q99873 whole entry, looked up): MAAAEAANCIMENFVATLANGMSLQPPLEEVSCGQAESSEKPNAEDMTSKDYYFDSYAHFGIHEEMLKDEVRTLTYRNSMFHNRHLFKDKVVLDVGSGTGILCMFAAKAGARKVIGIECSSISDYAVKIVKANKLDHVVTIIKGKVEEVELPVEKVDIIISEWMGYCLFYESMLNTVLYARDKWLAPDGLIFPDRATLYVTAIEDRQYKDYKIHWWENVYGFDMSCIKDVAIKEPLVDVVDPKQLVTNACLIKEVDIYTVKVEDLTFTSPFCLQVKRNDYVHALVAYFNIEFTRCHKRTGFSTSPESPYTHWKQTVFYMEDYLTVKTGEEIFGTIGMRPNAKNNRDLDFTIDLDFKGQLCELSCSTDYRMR
ABHD4 inh: inhibitors of mouse ABHD4; Q8VD66; purified mABHD4, FP-Rh probe fluorescence polarization; inhibition, % at 8.92 µM; actives 0.54% (n = 370,000); AID 720543;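 active = inhibition exceeding the mean over every tested compound plus 3 SD, cut at about 30% in these data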;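 note: 0% = plate median of compound wells and 100% = S159A mutant with DMSO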
Target sequence (Q8VD66 whole entry, looked up): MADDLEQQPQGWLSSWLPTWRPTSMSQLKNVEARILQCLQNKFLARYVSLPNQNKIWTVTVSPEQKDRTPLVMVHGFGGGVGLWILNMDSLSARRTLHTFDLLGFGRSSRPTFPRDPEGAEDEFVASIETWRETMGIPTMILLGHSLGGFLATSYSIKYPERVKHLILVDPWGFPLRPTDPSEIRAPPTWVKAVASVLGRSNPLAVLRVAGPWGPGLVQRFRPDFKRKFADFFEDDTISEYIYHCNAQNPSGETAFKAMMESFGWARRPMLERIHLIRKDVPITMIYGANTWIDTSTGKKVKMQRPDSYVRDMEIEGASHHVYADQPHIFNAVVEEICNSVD
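Assay system: Wild-type mouse ABHD4 protein | Medium: HEPES pH 7.0 buffer, 150 mM NaCl, 0.01% Pluronic F-127 | Incubation: Enzyme–compound pre-incubation 45 min, then probe 60 min, both 25 °C | Technique: Fluorescence polarization with parallel and perpendicular emission, 525/598 nm | Evaluation: % inhibition of FP-Rh probe binding versus controls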
TDP2 inh: blocks human TDP2 phosphodiesterase activity. O95551. inhibition, % at 12.8 µM. actives 0.34% (n = 370,000). recombinant TDP2, T5PNP hydrolysis, p-nitrophenol absorbance 415 nm;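 active = inhibition above the mean of all tested compounds plus 3 SD, set per campaign, cut at about 25% in these data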;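 note: 0% = DMSO with enzyme and 100% = buffer with substrate but no TDP2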
Target sequence (O95551 whole entry, looked up): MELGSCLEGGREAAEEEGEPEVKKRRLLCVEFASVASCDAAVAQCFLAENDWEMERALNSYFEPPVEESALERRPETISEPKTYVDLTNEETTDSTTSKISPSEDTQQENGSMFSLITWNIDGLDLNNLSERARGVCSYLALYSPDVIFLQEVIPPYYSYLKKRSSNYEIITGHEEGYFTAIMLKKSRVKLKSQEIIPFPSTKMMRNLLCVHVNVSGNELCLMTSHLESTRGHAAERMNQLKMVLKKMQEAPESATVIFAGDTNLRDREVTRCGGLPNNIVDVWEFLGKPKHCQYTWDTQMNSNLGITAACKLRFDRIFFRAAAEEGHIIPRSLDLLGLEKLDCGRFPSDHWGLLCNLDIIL
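Read-out basis: percent inhibition. System: recombinant human TDP2. Buffer or medium: Mg2+-containing Tris-HCl buffer, pH 7.5. Repeats: single replicate. Timing: reaction 2 h, 37 °C. Benchmarks: high control without enzyme, low control DMSO plus TDP2. Probe or stimulus: 5 mM T5PNP. Doses: 12.8 µM only. Measured by: epi absorbance of p-nitrophenol freed from T5PNP by hydrolysis.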
TCR-CD3 inh: blocks the human TCR-CD3 interaction. inhibition, % at 9.4 µM. TAMRA-labeled TCR probe fluorescence, biochemical. actives 0.37% (n = 360,000). AID 651800; in the data active = inhibition above about 19%;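 note: recombinant mutant TCR 2C K166C tagged with TAMRA read by polarization; 0% = receptor in buffer alone and 100% = receptor with positive control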
LEDGF integ inh: blocks HIV-1 LEDGF/p75-dependent DNA integration. actives 0.64% (n = 370,000). AID 743269. inhibition, % at 3.7 µM. TR-FRET IN-LEDGF/p75 DNA integration, Eu/Cy5;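 active = inhibition above the screen-wide mean plus 3 SD, cut at about 13% in these data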;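 note: signal is the Cy5 over europium emission ratio at 671 and 618 nm; 0% = plate median of compound wells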
rCAG binder: binds r(CAG) RNA repeats; AID 651821; actives 1.3% (n = 370,000); r(CAG) RNA repeat, TO-PRO-1 dye displacement fluorescence; inhibition, % at 3 µM;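 active = inhibition above the plate cutoff, the mean of all test compounds on that plate plus 3 SD, cut at about 35% in these data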;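 note: 0% = DMSO alone and 100% = 100 µM mitoxantrone as full dye displacement; higher means more dye released from RNA so lower well fluorescence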
Rev-erbA mod: modulates human Rev-erb alpha binding to DNA. actives 0.79% (n = 370,000). AID 1259318. Rev-erbα–FITC-DNA binding, fluorescence polarization, 90 min. P20393. activity, % at 10 µM;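 active = activity above about 14%, limit read from the data; passing the limit was not always enough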;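 note: 0% = DMSO wells with 35 nM protein and 100% = DMSO wells with 750 nM protein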
HTRA1 inh: blocks human HTRA1 serine peptidase; recombinant HTRA1, FP-rhodamine activity-based probe, fluorescence polarization; AID 504803; inhibition, % at 5.96 µM; Q92743; actives 0.5% (n = 340,000); in the data active = inhibition above about 36%;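 note: 0% = enzyme with DMSO and 100% = wells lacking enzyme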
PG9 Ab binder: small molecules binding HIV-1 gp120 antibody PG9. TR-FRET gp120-PG9 antibody binding. inhibition, % at 6.7 µM. AID 624416. actives 0.43% (n = 360,000); in the data active = inhibition above about 8.5%
SIAE inh: inhibitors of human sialic acid acetylesterase SIAE. inhibition, % at 9.66 µM. Q9HAT2. SIAE FP-Rh probe binding, fluorescence polarization. actives 0.69% (n = 370,000). AID 1053197;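 active = inhibition above a cutoff: mean of compounds within the control limits plus 3 SD of those, cut at about 17% in these data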;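 note: 0% = plate median of compound wells and 100% = probe without SIAE protein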
Active calls of the source: *; x = no result given. Only part of the results is shown. The share of hits here may be higher or lower than overall.

item	smiles	PRMT1 FP inh	Rev-erbA mod	HTRA1 inh	TDP2 inh	SIAE inh	LEDGF integ inh	TCR-CD3 inh	PG9 Ab binder	rCAG binder	ABHD4 inh
1	Clc1cccc(-c2cc3nc(NCCOc4ccccc4)ccn3n2)c1	-4	9	x	4	8	-1	-7	-0.4	6	-3
2	Cc1cccc(CC2CC(=O)N(c3ccc(C)cc3Br)C2=O)c1 (stereo unspecified)	-1	3	-4	8	-1	-1	6	0.2	-6	4
3	C=CCc1cccc2cc(C(=O)NC(C)(C)C)c(=O)oc12	0	0	0	5	0	4	2	-2.4	-1	0
4	O=C1/C(=C/c2ccco2)CCc2ccccc21	7	2	-9	5	7	6	-1	-2.7	18	19
5	Cn1cc(C=CC(=O)O)c2nccnc21	1	1	2	-1	0	2	-8	-0.2	3	1
6	CCCc1cc(=O)[nH]c(SCCOC(=O)c2ccccc2)n1	0	0	-5	1	4	2	-3	3.0	-3	-4
7	Cc1cc(NC(=O)C2C3C(=O)N(Cc4ccc(Cl)cc4)C(C(=O)NC4CCCCC4)C34C=CC2(C)O4)no1 (stereo unspecified)	-2	3	-16	-1	-2	-1	7	0.1	2	3
8	Cc1ccc(C(=O)Nc2sc(Cc3ccc4c(c3)OCO4)c(C)c2C(N)=O)cc1	0	3	-11	-5	-6	2	-3	1.2	7	-6
9	Cc1ccc(N2CCN(S(=O)(=O)c3c(C)noc3C)CC2C)cc1 (stereo unspecified)	-4	-1	-5	-11	-5	0	8	-3.4	-6	0
10	CCCCc1cc(=O)oc2cc(O)cc(O)c12	-1	-3	-14	0	1	1	-2	5.3	5	-7
11	Cc1c(Cc2ccccc2)sc(NC(=O)Cc2ccccc2)c1C(N)=O	29*	6	-24	-11	-1	-2	-2	2.6	10	-12
12	COC(=O)c1ccc(COC(=O)CCc2nc(-c3ccccc3)c(-c3ccccc3)o2)cc1	0	2	-21	-1	-2	-2	7	-1.6	4	-6
13	O=C1NC(=O)/C(=C/c2ccc(N3CCOCC3)o2)N1	6	0	9	5	3	-2	-7	1.2	-5	3
14	COc1cccc(/C=C/C(=O)OCC(=O)Nc2nnc(-c3ccccc3)o2)c1OC	-2	-5	6	4	-12	4	0	-2.5	28	-3
15	Cc1onc(-c2ccccc2)c1C(=O)OCC(=O)Nc1cccc(Cl)c1	4	-6	-29	7	-19	-4	1	1.2	2	-18
16	Cc1nc2ccccc2n1C(=O)c1cc(-c2ccc(Br)cc2)nc2ccccc12	2	15	-10	-5	-11	0	0	3.3	-2	-1
17	O=C(NC1CC1)C1CC(=O)N(c2cccc(Cl)c2)C1 (stereo unspecified)	-2	-2	-1	1	-1	2	1	-3.1	1	-2
18	Cc1cc(C)c(C#N)c(OCc2ccc(Cl)nc2)n1	-1	-5	-4	-3	2	0	9	-0.1	-3	-4
19	Cc1cccc(NC(=O)CSc2nnc(-c3cc(C)[nH]n3)n2N)c1	2	0	-2	17	-2	-2	-2	-0.7	-2	-2
20	O=C(Nc1ccn(Cc2ccccc2F)n1)c1ccc(COc2cc(Cl)ccc2Cl)o1	5	0	-27	-10	-29	-3	-5	-0.2	9	-20
21	CCCCNCc1cc(Br)c(OCC(=O)NCc2ccccc2)c(OC)c1	-2	-5	-5	-2	-1	-1	2	0.7	-2	-1
22	N#Cc1c(-c2ccccc2)cc(-c2ccccc2)nc1Br	0	29*	3	7	1	-2	-1	8.7*	-1	9
23	COC(=O)c1ccc(COc2cc([N+](=O)[O-])cc3cccnc23)cc1	7	-26	x	2	-2	-2	0	-0.5	-3	6
24	COc1ccc(-c2ccccc2)cc1NC(=O)[C@@H]1O[C@H](CO)[C@@H](O)[C@H]1O	0	-10	x	0	-9	-2	-3	-1.4	1	2
25	COc1ccc(CN2C(=NC(=O)C3CC3)SC3CS(=O)(=O)CC32)cc1OC (stereo unspecified)	-4	-5	1	-12	-6	5	2	-2.5	0	-11
26	COC/C=C/C1=CC2=CC(=O)C(C)(OC(=O)c3cnc4ccccc4n3)C(=O)C2=CN1Cc1ccco1 (stereo unspecified)	16	8	10	4	10	13	13	-1.4	12	21
27	Cc1ccc2c(CN3CCN(S(=O)(=O)c4ccccc4C(F)(F)F)CC3)cc(=O)oc2c1C	-1	4	-6	5	0	-1	0	-0.8	7	1
28	Cc1ccc(S(=O)(=O)N(C)C[C@H]2OCc3cnnn3CCCC(=O)N([C@@H](C)CO)C[C@H]2C)cc1	1	-5	0	-2	1	-4	-1	-0.5	2	3
29	C/C(=C\C(=O)Nc1nccs1)c1ccccc1	2	2	-2	-12	2	6	1	-2.9	1	-5
30	O=C(CSc1nnc(COc2ccccc2Cl)o1)NC(=O)NC1CCCC1	4	-1	-17	-10	-24	0	-3	0.1	-3	-12
31	Cc1nc2ccccc2n1CC(=O)NCCN1CCOCC1	4	5	1	8	-2	0	3	0.5	0	4
32	CCOC(=O)c1sc(N)c(C#N)c1CSc1nnc(C2CCCCC2)n1N	-3	-3	0	7	-4	-1	-5	-1.2	2	2
33	COc1ccccc1NC(=O)c1ccc(S(=O)(=O)N2CCC(C)CC2)cc1	0	-3	-8	5	1	-2	-1	1.1	1	-1
34	COc1cc(OC)cc(C(=O)NNC(=O)c2ccccc2Br)c1	-2	10	10	-3	8	-3	4	-0.6	1	0
35	O=C(C(Sc1ccccc1)c1ccccc1)N1CCN(c2ccccc2F)CC1 (stereo unspecified)	-1	6	-30	3	-8	-3	3	-0.2	0	-18
36	Cc1nn(-c2ccccc2)c(C)c1C(=O)OCC(=O)N(C)c1ccccc1	1	-1	-4	-13	8	-8	-2	0.3	3	6
37	COc1ccc(CCNC(=O)CN(Cc2ccc(Cl)cc2)S(C)(=O)=O)cc1OC	-1	-3	1	-10	0	1	-3	-1.1	-8	3
38	COc1cccc(/C=C/C(=O)OCC(=O)N2CCN(S(=O)(=O)c3ccc(Cl)cc3)CC2)c1	1	-3	2	-5	0	-3	-2	-0.3	0	-2
39	O=C(N/N=C/c1ccc2ncccc2c1)c1ccco1	8	1	-3	-15	0	4	-6	-3.8	9	1
40	Cc1cc(C)c(-n2c(SCCS(=O)(=O)c3ccc(F)cc3)n[nH]c2=O)c(C)c1	3	0	-3	-5	4	0	-1	-0.1	-3	0
41	O=C(NCCc1csc(-c2cccnc2)n1)c1cccc2ccccc12	5	-2	-2	-2	-3	-4	6	2.3	2	0
42	COC(=O)C1=C(C)N(Cc2ccccc2)C(=NCCN2CCOCC2)N[C@H]1CCc1ccccc1	-4	-6	2	-13	0	2	10	0.0	-4	2
43	Cc1ccc(S(=O)(=O)N2[C@H](CC(=O)Oc3ccccc3)OC[C@@H]2C(C)C)cc1	0	13	x	-3	-2	5	12	-0.7	0	-7
44	CC(=O)NNc1ncnc2c1cnn2-c1ccc(C)c(Cl)c1	-2	1	-5	-10	-2	10	-7	0.5	7	-5
45	CC1(C)CC(=O)c2sc(NS(=O)(=O)c3ccc([N+](=O)[O-])cc3)nc2C1	1	-2	-2	-16	-2	2	-7	0.0	22	2
46	O=C(/C=C/c1ccc(Cl)cc1Cl)Nc1ccncc1	6	-5	-47	0	-20	-1	3	-1.3	6	-29
47	Cc1ccc(-c2nc(NC(=O)CSc3nnc4scc(-c5ccccc5)n34)ns2)cc1	-4	0	-3	-6	-2	3	0	0.4	7	-3
48	Cc1ccc(NC(=O)CCNC(=O)c2ccc(Cl)cc2)nc1	0	-5	-1	0	3	5	-9	3.8	-1	-19
49	S=c1sc2c(N3CCN(Cc4ccccc4)CC3)ncnc2n1-c1ccccc1	-2	3	0	-3	-2	-2	-8	0.5	0	0
50	CCn1c(O)c(/C=N/N=C/c2ccc(OC)cc2)c2cc(C3=NNC(=O)CC3)ccc21	-3	0	3	-6	7	0	3	-1.2	0	-2
51	COc1ccc(-c2cc(C(F)F)n3ncc(C(=O)N4CCN(C(=O)c5ccco5)CC4)c3n2)cc1	3	-2	3	5	-4	-5	-4	4.3	9	0
52	CC1CCN(c2ccc3nnc(CCC(=O)N4CCCCC4)n3n2)CC1	0	4	1	0	5	1	-4	-0.1	-9	8
53	CCOC(=O)N1CCC(Nc2c(N3CCN(c4cccc(C(F)(F)F)c4)CC3)c(=O)c2=O)CC1	3	-6	0	5	-1	1	-4	-1.6	-7	1
54	Cc1ccc(C(=O)CC2(O)C(=O)N(C)c3ccc(Br)cc32)c(C)c1 (stereo unspecified)	-6	6	-13	-8	1	3	1	-1.6	2	-6
55	Cc1cccc2cc(C#N)c(SCc3nnc(-c4ccccc4[N+](=O)[O-])o3)nc12	3	2	5	4	3	-2	-1	0.6	2	2
56	COC(=O)[C@]12CCCCC=C1N(Cc1ccc3c(c1)OCO3)C(=O)[C@H](CC(=O)NCc1ccccc1)C2	-4	-3	x	3	6	-1	4	-0.1	2	-2

(cont.)
item	smiles	PRMT1 FP inh	Rev-erbA mod	HTRA1 inh	TDP2 inh	SIAE inh	LEDGF integ inh	TCR-CD3 inh	PG9 Ab binder	rCAG binder	ABHD4 inh
57	COc1ccc(CC(NC(C)=O)C(=O)NC2CCN(S(=O)(=O)c3ccc(NC(C)=O)cc3)CC2)cc1OC (stereo unspecified)	-3	-6	x	7	-4	0	2	0.0	-4	-4
58	Cc1oc2cc3oc(=O)c(CC(=O)O)c(C)c3cc2c1-c1ccccc1	3	-9	-21	-10	-15	1	2	-1.6	47*	3
59	CC(C)[C@H](NC(=O)OCc1ccccc1)C(=O)OCC(=O)N1CCN(c2ccc(F)cc2)CC1	2	-3	-2	3	0	-1	-1	1.1	-3	6
60	CCN(CC)CCN1C(=O)c2ccccc2NC1c1ccc(C)cc1 (stereo unspecified)	1	-2	6	-2	0	0	2	-0.4	0	8
61	O=C(CN1C(=O)CCSc2ccc(S(=O)(=O)N3CCOCC3)cc21)Nc1cccc(F)c1	0	-4	0	-9	-9	1	0	-2.3	12	-6
62	COC(=O)c1c(NC(=S)Nc2ccc(C(=O)N3CCOCC3)cc2)sc2c1CCC2	-2	5	-1	-6	2	4	3	10*	7	4
63	O=C(CCNC(=O)c1ccc([N+](=O)[O-])cc1)NCCCN1CCCC1=O	-3	-2	3	0	-3	6	-6	-0.9	1	-4
64	CCOC(=O)N1CCN(CC(O)COC(CC)c2ccccc2)CC1 (stereo unspecified)	1	4	3	6	2	-2	3	-1.3	-12	3
65	O=C(O)CCCc1ccc2c(c1)CCc1ccccc1-2	1	5	-8	-2	2	-2	-1	-2.3	8	0
66	O=C(O)c1cc2nc3c(c(C(F)(F)F)n2n1)CCCC3	-3	-1	3	14	-1	0	2	-2.7	-2	-3
67	CCC(c1nnnn1-c1ccc2c(c1)OCCO2)N1CCN(c2cccc(C)c2C)CC1 (stereo unspecified)	2	8	x	6	-3	-1	-1	-1.5	7	2
68	Cc1cccc(N2CCN(CC(=O)NCc3ccc(Cl)cc3)CC2)c1C	-4	-3	-20	-6	16	1	4	-1.9	-8	-6
